G9a inh = G9a (human) methyltransferase inhibition; Q96KQ7; G9a H3K9 monomethylation, AlphaScreen, 2 h; Potency, µM (highest dose often 102 µM), without a hit: at the highest dose activity, negative = inhibition, usual class: inhibitors; 350,000 compounds, 8.8% hits; AID 504332; also: potency is read from the fitted curve at half-maximal effect; % is scaled to controls: 0 for no effect and ±100 for the full control effect; nearly all actives have a fitted effect of over 75% in size
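Quantitative HTS format: methyltransferase activity on a biotin-tagged H3K9 peptide is measured by AlphaScreen, using a rabbit anti-monomethyl-H3K9 antibody with streptavidin donor and anti-IgG acceptor beads. Final levels are 20 nM enzyme, 500 nM peptide, 20 uM SAM; 2 h RT.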
GLS inhibitor = glutaminase GLS (human) inhibition | AID 624170 | 410,000 compounds, 0.21% hits | Potency, µM (series often up to 45.5 µM), for the others: at the highest dose activity change, negative = inhibition, actives largely listed as inhibitors | O94925 | GLS enzymatic activity, qHTS titration; also: potency is read from the fitted curve at half-maximal effect; % is scaled to controls: 0 for no effect and ±100 for the full control effect
Target sequence (O94925 whole entry, looked up): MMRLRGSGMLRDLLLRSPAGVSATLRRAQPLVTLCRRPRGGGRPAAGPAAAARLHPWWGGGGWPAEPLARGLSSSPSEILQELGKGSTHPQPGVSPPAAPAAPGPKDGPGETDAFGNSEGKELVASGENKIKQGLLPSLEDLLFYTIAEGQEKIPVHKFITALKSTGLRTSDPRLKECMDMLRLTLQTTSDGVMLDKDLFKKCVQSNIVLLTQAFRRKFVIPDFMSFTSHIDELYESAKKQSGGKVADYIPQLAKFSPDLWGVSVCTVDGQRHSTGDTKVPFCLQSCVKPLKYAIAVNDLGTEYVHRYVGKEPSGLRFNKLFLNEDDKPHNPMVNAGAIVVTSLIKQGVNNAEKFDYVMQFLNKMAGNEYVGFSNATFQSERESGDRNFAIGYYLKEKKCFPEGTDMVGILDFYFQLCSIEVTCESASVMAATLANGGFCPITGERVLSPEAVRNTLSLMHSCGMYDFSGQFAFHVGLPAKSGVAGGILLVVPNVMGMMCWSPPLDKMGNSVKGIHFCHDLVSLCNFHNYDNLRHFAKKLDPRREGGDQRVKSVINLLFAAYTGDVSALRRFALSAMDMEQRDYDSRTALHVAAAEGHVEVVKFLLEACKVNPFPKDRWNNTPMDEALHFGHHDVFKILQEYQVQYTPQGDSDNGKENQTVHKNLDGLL
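hKGA in 45 mM KH2PO4 (pH 8.2), 0.02% Tween-20 with compound, then 1mM L-Glutamine (stock as added) plus glutamate oxidase/HRP/Amplex red coupling mix. Fluorescence read initially and after 30 min at RT; signal change reflects glutamate formation.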
BAZ2B block = BAZ2B (human) inhibition. Q9UIF8. 360,000 compounds, 4.4% hits. Potency, µM (top dose mostly 114 µM), for inactives: top-dose activity change, negative = inhibition, actives largely listed as inhibitors. AlphaScreen BAZ2B-H3K14Ac peptide displacement; also: potency is read from the fitted curve at half-maximal effect; % is scaled to controls: 0 for no effect and ±100 for the full control effect; nearly all actives have a fitted effect of over 60% in size
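AlphaScreen displacement of biotin-H3(5-23)K14Ac peptide (50 nM final) from BAZ2B (50 nM final) in PBS pH 7.4, 0.01% Tween-20; complex preformed 30 min RT, then compounds (top 110 uM) 30 min RT, beads 20 min dark.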
JMJD2A Tudor inh = JMJD2A Tudor domain (human) inhibition; O75164; AlphaScreen JMJD2A-Tudor / H3K4me3 peptide binding; Potency, µM (series often up to 114 µM), for the others: at the highest dose activity change, negative = inhibition, hits mostly inhibitors; 390,000 compounds, 4.4% hits; also: potency is read from the fitted curve at half-maximal effect; % is scaled to controls: 0 for no effect and ±100 for the full control effect; nearly all actives have a fitted effect of over 50% in size
Pin1 inhibitor = human Pin1 inhibition. Q13526. Pin1 FP peptide displacement, HiFluor488, 10 min. Potency, µM (titrated, usually from 115 µM), for inactives: at the highest dose activity, negative = inhibition, actives largely listed as inhibitors. 390,000 compounds, 0.009% hits. AID 504891; active = well fitted inhibition curve with a large enough effect in the polarisation, with a control signal flat, not every such curve was filed as active; inconclusive = small, poorly fitted or top-dose-only effect, or effect the other way, or a change in a side signal; inactive = no such curve, though single readings can be large or run the other way; the % refers to the polarisation; also: potency is read from the fitted curve at half-maximal effect; % is scaled to controls: 0 for no effect and ±100 for the full control effect
ERG-DNA inh = blocks human ERG Ets domain binding to DNA | P11308 | fluorescence polarization, His-ERG Ets domain / labelled DNA | Potency, µM (series often up to 76.9 µM), inactives show at the top dose FP activity, negative = inhibition, actives largely listed as inhibitors | 370,000 compounds, 0.028% hits; active = well fitted inhibition curve with a large enough effect in the polarisation, with a control signal flat; inconclusive = small, poorly fitted or top-dose-only effect, or effect the other way, or a change in a side signal; inactive = no such curve, though single readings can be large or run the other way; the % refers to the polarisation;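 also: polarization taken with two DNA probes labelled with fluorescein and Texas red; potency is read from the fitted curve at half-maximal effect; % of control where 0% means no effect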
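His-tagged ERG Ets domain (1 uM in the protein solution; 300mM KCl, 50mM Tris-HCl, 1mM EDTA, 1mM DTT, pH 7.5) received compound, then a probe mix of 5 nM fluorescein-DNA and 100nM Texas-615-DNA. Fluorescence polarization was read for both dyes.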
HP1b chromo inh = inhibitors of HP1-beta chromodomain binding to methylated histone tails; P83916; AlphaScreen HP1-beta / biotin-H3K9me3 peptide binding; Potency, µM (doses to about 114 µM), for inactives: at the top dose activity change, negative = inhibition, actives largely listed as inhibitors; 390,000 compounds, 0.56% hits; AID 540317; also: potency is read from the fitted curve at half-maximal effect; nearly all actives have a fitted effect of over 70% in size; inactives centre near 23
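Compound inhibition of the preformed complex between 50 nM HP1-beta and 50 nM biotinylated H3K9me3 peptide was read by AlphaScreen. Buffer was PBS pH 7.4 with 0.01% Tween-20. Incubations ran 30 min at room temperature, with 10 ug/mL donor/acceptor beads.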
PGK inhibitor = inhibitors of T. brucei phosphoglycerate kinase. P07378. 380,000 compounds, 0.043% hits. Potency, µM (highest dose often 57.5 µM), for the others: at the top dose activity change, negative = inhibition, usual class: inhibitors. PGK/GAPDH coupled, Kinase-Glo luminescence, 60 min; also: potency is read from the fitted curve at half-maximal effect; % is scaled to controls: 0 for no effect and ±100 for the full control effect; nearly all actives have a fitted effect of over 60% in size
Target sequence (P07378 whole entry, looked up): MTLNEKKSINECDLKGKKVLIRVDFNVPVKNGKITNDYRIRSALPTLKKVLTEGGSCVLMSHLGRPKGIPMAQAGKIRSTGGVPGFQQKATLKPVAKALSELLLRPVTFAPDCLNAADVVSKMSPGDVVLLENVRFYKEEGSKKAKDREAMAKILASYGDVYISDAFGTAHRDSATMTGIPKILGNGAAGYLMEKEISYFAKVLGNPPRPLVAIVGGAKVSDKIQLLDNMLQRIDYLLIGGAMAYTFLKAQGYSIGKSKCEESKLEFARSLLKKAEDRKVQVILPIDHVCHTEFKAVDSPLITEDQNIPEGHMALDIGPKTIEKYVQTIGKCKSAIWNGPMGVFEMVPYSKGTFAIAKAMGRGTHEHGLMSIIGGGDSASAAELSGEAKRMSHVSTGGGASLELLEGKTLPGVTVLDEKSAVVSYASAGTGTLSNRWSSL
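Luminescent ATP detection (Kinase-Glo Plus) follows a 60-minute room-temperature incubation, with wells lacking PGK as controls. Buffer: 100 mM TEA (pH 7.6), 5 mM MgCl2, 0.01% Tween-20. Coupling enzyme GAPDH (100 nM final) supplies unstable 1,3-BPG in-well.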
PI4K2A inh = inhibitors of human PI4K2A | purified PI4K2A, ADP-Glo luminescence, 1 h; active compounds read low | 420,000 compounds, 0.13% hits | activity change, negative = inhibition, % at 76.9 µM; in the data active = activity change below about -50%; inconclusive = mostly about -30% to -49%;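 also: -100% = wells without enzyme as full effect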
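ADP-Glo luminescence measured ADP generated by PI4K2A enzyme (4 ug/mL before mixing) with 1.2 mM PI substrate (pre-mix) and 300 microM ATP (pre-mix). Tris pH7.5 buffer with MgCl2, Triton X-100; 1 h reaction at ambient temperature.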
An asterisk follows results filed as active; i = inactive; ? = inconclusive; . = not tested or not shown; [ ] = another dose, or the depositor's remark. Unless noted, calls follow the shape of the dose curve; as a rule, active = well fitted curve in the direction sought with a large enough effect; inconclusive = small, poorly fitted or top-dose-only effect, or another doubt; inactive = no such curve, though single readings can be large; an effect the other way counts as inactive or inconclusive.

SMILES | G9a inh | GLS inhibitor | BAZ2B block | JMJD2A Tudor inh | Pin1 inhibitor | ERG-DNA inh | HP1b chromo inh | PGK inhibitor | PI4K2A inh
NS(=O)(=O)c1ccc(Nc2c([N+](=O)[O-])cncc2[N+](=O)[O-])cc1 | 14.2%[0.501 µM] | -1.0% | -0.8% | -21.5% | -8.0% | 14.3% | 29.9% | -3.1% | -1.5
Cc1ccc(CNC(=O)CN2C(=O)CCn3nc(-c4ccccc4)cc32)cc1 | -5.9%[59 µM] | 2.6% | -0.9%[57.1 µM] | -12.0% | -7.0% | 13.3% | 11.6% | -0.8% | -0.7
COC(=O)C1CCN(c2cnccn2)CC1 | 4.6% | -0.3% | -2.7% | -9.6% | 2.6% | -15.7% | 40.2%[activator] | 1.1% | 4.5
Cn1nc(-c2ccc(Cl)cc2)c2cc(C(=O)NCCCN3CCCC3)sc21 | ? | 8.6% | -1.8% | -33.8% | 6.6% | -0.3% | 19.8% | 4.4% | 2.9
COc1ccccc1OCCn1c(-c2ccc(Cl)cc2)nc2ccccc2c1=O | -2.1%[59 µM] | -11.7% | 1.7% | 7.6% | -1.1% | -0.1% | 29.2% | -6.8% | 0.1
NS(=O)(=O)c1ccc(CNC(=O)CCCSc2ccccc2)cc1 | -42.0% | -5.6% | 1.0% | ? | -4.3% | 11.9% | -8.7% | i | 0.6
COc1ccccc1NC(=O)NNC(=O)CCN1CCOCC1 | ? | -1.9% | 18.3% | -6.8% | 0.7% | -8.7% | 48.1%[activator] | -0.8% | 3.5
COc1ccc(C2CC(=O)C=C(O)C2)cc1 (stereo unspecified) | 3.6% | 17.2% | 0.8% | -9.9% | 3.7% | -1.5% | 17.6% | 5.4% | -0.5
Cc1cc(C)c(S(=O)(=O)N2CCOC2CNC(=O)C(=O)NCCc2c[nH]c3ccccc23)c(C)c1 (stereo unspecified) | -17.4% | -1.9% | ? | ? | ? | -16.5% | -12.0% | 2.6% | 3.9
CCCC(=O)Nc1ncnc2c1ncn2[C@@H]1O[C@@H]2OP(=O)(O)OC[C@H]2[C@H]1OC(=O)CCC | 4.6%[59 µM] | 0.8% | 1.5% | -11.5% | -0.3% | ? | 76.7%[activator] | i | -3.4
CCCCNc1nc2ccccc2n1CC(=O)N1CCc2ccccc2C1 | 6.7% | 27.4% | 5.9% | -11.1% | 4.2% | 2.1% | 25.7% | -5.1% | -0.9
N#Cc1c(NC(=O)CN2CCOCC2)oc(-c2ccccc2)c1-c1ccccc1 | -24.8%[12.7 µM] | 11.7% | ? | ? | -2.1% | -7.8% | 2.5% | 1.7% | 15.5
CCCC(=O)C1=C(c2ccc(C)c(C)c2)N(C(=O)CCC)n2c(CC)nnc2S1 | 55.1%[activator][59 µM] | 0.8% | 68.0%[activator] | 81.8%[activator] | -0.6% | 1.6% | 77.4%[activator] | -2.6% | 4.1
CCN(CC)S(=O)(=O)c1ccc(NC(=O)C2c3ccccc3Oc3ccccc32)cc1 | -9.2%[59 µM] | 8.2% | -4.7% | -18.6% | ? | . | -2.1% | -9.9% | -0.3
COc1ccc(OC)c(NC(=O)CSC2=C(C#N)C(c3ccco3)C3=C(CCCC3=O)N2)c1 (stereo unspecified) | 12.3%[12.7 µM] | ? | -10.5% | ? | -2.3% | 2.3% | -13.0% | -6.8% | 2.8
O=C(c1cc(=O)[nH]c2ccccc12)N1CCN(S(=O)(=O)c2ccc(Cl)cc2)CC1 | 4.2%[12.7 µM] | -3.9% | 10.1% | 0.7% | -1.7% | 4.6% | 37.8% | i | -2.5
CCn1c(SCc2nc3ccccc3[nH]2)nnc1-c1ccc(OC)cc1 | . | -2.2% | 3.0% | -5.8% | 1.0% | -1.4% | 38.8% | -7.7% | 0.2
Cc1nc(NC(=O)CN2CCOCC2)sc1C(=O)N(C)C | ? | 2.8% | -19.7% | 15.8µM* | -7.7% | -1.6% | 18.3% | -8.1% | -2.8
CCc1ccc(CNc2ccc3c(c2)ncn3CC)cc1 | 11.2µM* | -15.0% | ? | 44.7µM* | -7.3% | -13.7% | ? | -4.3% | 5.6
CC(C)(C)NC(=O)CN(C(=O)C(=O)Nc1ccc2c(c1)OCCO2)C(C)(C)C | . | -0.7% | -8.5% | -7.7% | -1.8% | 2.4% | 14.0% | 3.6% | 8.5
Cn1ncc(Br)c1C(=O)N1CCN(C(=O)c2ccco2)CC1 | 5.6%[59 µM] | 0.5% | 3.9% | -6.4% | 1.9% | 1.3% | 10.0% | -2.3% | -3.6
CCOc1ccccc1NC(=O)Cn1nnc(C(=O)NCCc2ccc(OC)c(OC)c2)c1N | -37.4% | -2.2% | -12.2% | -10.3% | 0.5% | 3.6% | 68.1%[activator] | -6.7% | 1.2
CCOC(=O)C1C(C)=CC(=O)CC1c1ccco1 (stereo unspecified) | -44.1%[59 µM] | 0.9% | -23.7% | -11.9% | -1.1% | 1.9% | 8.4% | -8.5% | -5.2
Fc1ccc(COc2ccc(-c3nnco3)cc2)c(Cl)c1 | 27.7% | 2.3% | 1.7% | -16.4% | 0.6% | 3.3% | 62.0%[activator] | -0.7% | -1.4
O=C(Nc1ccc(S(=O)(=O)N2CCOCC2)cc1)c1cccs1 | -0.4%[12.7 µM] | -6.4% | -21.1% | 7.6% | 4.4% | -7.4% | 26.2% | 3.1% | -4.6

New compounds follow.
SMILES | G9a inh | GLS inhibitor | BAZ2B block | JMJD2A Tudor inh | Pin1 inhibitor | ERG-DNA inh | HP1b chromo inh | PGK inhibitor | PI4K2A inh
CCn1c2c(c(=O)n3ncc(C(=O)Nc4cccc(Cl)c4C)c13)CN(Cc1ccc(OC)cc1)CC2 | 14.1µM* | -5.0% | -9.3% | ? | -1.8% | 4.3% | 13.7%[57 µM] | -8.3% | -3.9
COCCOC(=O)C1=C(C)NC2=C(C(=O)CCC2)C1c1cc2c(cc1Br)OCO2 (stereo unspecified) | -9.6% | -20.1% | -1.4% | -11.0% | -2.6% | . | 29.9% | -1.4% | -0.9
CN(C)c1ccc(/C=C/C=N/Nc2nc(N3CCOCC3)nc(N3CCOCC3)n2)cc1 | 27.3%[59 µM] | 43.9%[activator] | 0.1% | ? | 23.4% | 14.0% | -11.1% | i | -3.0
COc1cccc(NC(=O)CN(C)C(=O)c2cn(-c3ccccc3)nc2-c2cccs2)c1 | -30.5% | -2.2% | -4.2% | -21.4% | 22.7% | 5.0% | -18.7% | i | -2.6
O=[N+]([O-])c1cc(C(F)(F)F)ccc1NCCCN1CCOCC1 | -6.3% | 10.4% | ? | -21.3% | 0.5% | 5.3% | -10.2% | -4.3% | 2.7
C[C@H](NC(=O)NCCc1ccccc1)C(=O)O | -6.0%[59 µM] | -5.7% | 23.3% | -8.0% | -1.1% | -6.7% | 25.5% | 2.2% | -1.5
O=C(/C=C/Nc1ccc(F)cc1F)c1ccco1 | ? | -28.2% | -26.5% | -22.0% | 4.8% | 2.4% | 29.6% | -9.2% | -13.9
Cc1cccc(C(=O)Nc2nnc(S(=O)(=O)N(C)Cc3ccccc3)s2)c1 | -22.4%[59 µM] | 16.6% | 1.8% | -7.6% | -12.1% | -6.6% | 20.3% | 9.3% | 3.4
CC1(C)CC(=O)C2=C(C1)NC1=C(C(=O)c3ccccc31)C2c1ccc(O)cc1 (stereo unspecified) | 25.1µM* | 14.9% | 39.8µM* | -29.4%[57.1 µM] | -12.0% | -1.2% | 6.9% | -3.0% | -4.2
COc1ccccc1NC(=S)NNC(=O)c1ccncc1 | ? | 28.4% | -10.8% | -19.6% | 1.8% | -5.2% | 34.0% | -4.2% | -1.4
O=C(O)/C=C/C(=O)N1CCN(c2ccccc2F)CC1 | -4.9%[59 µM] | 3.5% | 4.9% | -3.2%[57.1 µM] | 0.4% | -10.5% | 31.7% | -1.4% | 3.9
COc1ccccc1NC(=O)CSc1nnc(Cc2ccccc2)o1 | 14.1µM* | 2.5% | 2.1% | -19.7% | -12.4% | 7.8% | 6.8% | -9.8% | 3.5
Cc1ccc(Cl)cc1N1CCN(C(=O)Cc2c(C(=O)O)[nH]c3ccccc23)CC1 | -30.0%[2.33 µM] | 8.0% | -37.5% | -21.8% | -17.7% | 1.7% | 7.8% | i | -2.9
COc1ccc(C(C(=O)NCC2CCCO2)N(Cc2ccccc2)C(=O)c2snc(C(N)=O)c2N)cc1OC (stereo unspecified) | -4.6% | -2.4% | -10.7% | -4.5% | -3.8% | -2.9% | 31.3% | 11.3% | -0.5
CCOC(=O)C1CCN(Cc2ccccc2C(F)(F)F)CC1 | 15.8µM* | -7.6% | 79.4µM* | 2.82µM* | 1.2% | -5.3% | ? | 16.1% | 4.2
CC(=O)c1ccc(NC(=O)c2cc(C)nc3ccccc23)cc1 | -1.7% | 1.8% | -13.2% | -1.4% | 16.3% | -9.0% | 58.5%[activator] | -0.2% | 2.0
COC(=O)Cc1nc(Nc2ccccc2)sc1C | . | -23.3% | -15.0% | -25.3% | -10.7% | 1.6% | 5.8% | -0.5% | 1.1
COc1cccc(CNS(=O)(=O)c2c(C)nc3sccn3c2=O)c1 | 2.7% | -6.3% | 2.4% | 2.7% | -3.0% | 2.7% | 39.1%[activator] | i | 6.0

High-throughput results deposited in PubChem by National Center for Advancing Translational Sciences (NCATS).
